Screening results (PubChem)
NadD inh: inhibitors of S. aureus NadD, primary screen, biochemical, colorimetric, uHTS; Nicotinate-nucleotide adenylyltransferase NadD (Staphylococcus aureus N315); purified NadD enzyme, colorimetric absorbance read-out; inhibition, % at 20 µM; 360,000 tested, 0.78% active; in the data active means inhibition above about 26%; further: some compounds past the cut are filed as inactive
LMPTP inh: LMPTP phosphatase inhibitors, primary screen, biochemical, fluorescence intensity, uHTS. Low molecular weight phosphotyrosine protein phosphatase (Homo sapiens), P24666. recombinant LMPTP-A, OMFP fluorogenic substrate. inhibition, % at 20 µM. 360,000 tested, 0.22% active. AID 651560, 2012;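 active means compounds that cut the enzyme signal by at least half of the control window in the single-dose screen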;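 further: plate controls were DMSO wells with enzyme plus substrate for no effect and substrate without enzyme for full effect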
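Assay system: LMPTP-A phosphatase enzyme | Input: 0.625 nM enzyme | Also added: Fluorogenic phosphatase substrate OMFP at 400 µM final | Compound dosing: One test concentration per compound, 20 µM, with 3% DMSO overall | Schedule: 50 min enzyme reaction at room temperature, protected from light | Signal: Fluorescence intensity | Benchmarks: no-enzyme and uninhibited controls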
Scp1 inh: Scp-1 phosphatase inhibitors, primary screen, biochemical, colorimetric, uHTS | 340,000 tested, 0.88% active | AID 493091, 2011 | Recombinant Scp1, phosphopeptide, malachite green phosphate absorbance | inhibition, % at 20 µM;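 active means inhibition above about 50% at 20 µM, limit read from the data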;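 further: plate controls were DMSO wells with enzyme for no effect and wells lacking enzyme for full effect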
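System: truncated SCP-1 phosphatase (76-261aa); medium: Tris acetate buffer pH 5.5 with MgCl2 and Tween-20; incubation: 45 min room-temperature reaction, 5 min colour, 30 min stabiliser; compound: single 20 µM dose, 1% DMSO; reagent: Phosphorylated 17-residue peptide substrate; read-out: % inhibition at 20 µM; technique: colorimetric free-phosphate detection, absorbance 630 nm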
STEP block: STEP phosphatase inhibitors, primary screen, biochemical, fluorescence intensity, uHTS; inhibition, % at 20 µM; Tyrosine-protein phosphatase non-receptor type 5 (Homo sapiens), P54829; recombinant STEP, OMFP fluorogenic substrate; AID 588621, 2011; 360,000 tested, 0.25% active;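 active means inhibition at 20 µM, scaled per plate between control wells, above about 37%, limit read from the data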;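 further: 0% = DMSO with enzyme and substrate and 100% = substrate only without enzyme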
Target sequence (P54829 whole entry, looked up): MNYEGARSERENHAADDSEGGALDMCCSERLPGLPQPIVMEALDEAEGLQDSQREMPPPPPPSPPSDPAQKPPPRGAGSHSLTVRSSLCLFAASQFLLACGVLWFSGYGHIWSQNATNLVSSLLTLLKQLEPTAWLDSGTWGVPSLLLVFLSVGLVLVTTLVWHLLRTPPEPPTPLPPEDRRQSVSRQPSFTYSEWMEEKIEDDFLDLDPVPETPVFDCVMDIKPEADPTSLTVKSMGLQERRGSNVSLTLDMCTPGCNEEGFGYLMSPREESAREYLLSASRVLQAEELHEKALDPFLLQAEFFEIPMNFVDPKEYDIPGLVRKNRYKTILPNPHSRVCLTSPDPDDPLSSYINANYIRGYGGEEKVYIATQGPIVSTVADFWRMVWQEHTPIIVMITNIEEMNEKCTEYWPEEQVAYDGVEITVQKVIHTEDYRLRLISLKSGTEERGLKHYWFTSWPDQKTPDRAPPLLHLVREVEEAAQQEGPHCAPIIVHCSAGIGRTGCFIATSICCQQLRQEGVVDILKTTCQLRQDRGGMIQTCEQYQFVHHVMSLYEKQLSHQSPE
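material = STEP tyrosine phosphatase | reagent = fluorogenic phosphatase substrate OMFP at 25 µM final | doses = single compound dose of 20 µM, 1% DMSO final | schedule = 20 min reaction, room temperature, in the dark | measured by = fluorescence, 480/540 nm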
CSN deneddyl inh: inhibitors of CSN-mediated cullin deneddylation, primary screen, biochemical, fluorescence polarization, uHTS. inhibition, % at 12.5 µM. 360,000 tested, 0.38% active. AID 651999, 2013. COP9 signalosome complex subunit 5 (Homo sapiens), Q92905. Purified CSN, SCF-Nedd8-OG deneddylation;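 active means pattern-corrected inhibition above about 35%, with an unprinted fluorescence ratio check between 0.5 and 1.5, limit read from the data, passing the limit was not always enough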;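 further: 0% = enzyme with substrate and 100% = substrate without enzyme; some results filed as inactive read as strong as hits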
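Assay system: HEK293T-derived human Csn5 enzyme; quantity: 0.24 nM enzyme; medium: Tris/NaCl/DTT buffer, pH 7.5; also added: substrate SCFSkp2-Nedd8OG, 10 nM; doses: 12.5 µM compound; schedule: 90 min reaction at room temperature; signal: FP; read-out: % inhibition of substrate cleavage by Csn5; benchmarks: substrate-only high control, full reaction low control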
SUMO1 PPI mod: modulators of SUMO1 protein-protein interactions, primary screen, biochemical, uHTS | 360,000 tested, 0.33% active | inhibition, % at 20 µM | SUMO1 binding to a labelled peptide, TR-FRET, 1 h; in the data active means inhibition above about 37%
Target sequence (P63165 whole entry, looked up): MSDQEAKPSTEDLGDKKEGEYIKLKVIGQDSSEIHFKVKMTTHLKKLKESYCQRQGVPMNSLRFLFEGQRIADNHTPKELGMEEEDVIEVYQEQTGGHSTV
DNMT1 inh: human DNMT1 methyltransferase inhibitors, primary screen, biochemical, molecular beacon, fluorescence, HinP1I cleavage, uHTS. inhibition (reported as % activation of signal), % at 10 µM. 360,000 tested, 0.83% active; in the data active means inhibition above about 50%
Neddylation inh: inhibitors of cullin neddylation, primary screen, biochemical, TR-FRET, uHTS, NAE and Ubc12; NEDD8-conjugating enzyme Ubc12 (Homo sapiens) + NEDD8-activating enzyme E1 regulatory …; calls only at 25 µM; 360,000 tested, 0.58% active; AID 651699, 2012; in the data active means inhibition above about 36%
Rin1 Abl inh: inhibitors of Rin1-Abl protein binding, primary screen, biochemical, TR-FRET; 360,000 tested, 0.4% active; AID 588664, 2011; inhibition, % at 7.35 µM; Tyrosine-protein kinase ABL1 (Homo sapiens) + Ras and Rab interactor 1 (Homo sapiens), …; in the data active means inhibition above about 5%, passing the limit was not always enough
Rpn11 block: Rpn11 (PSMD14) deubiquitinase inhibitors, primary screen, biochemical, fluorescence polarization, uHTS | 360,000 tested, 0.59% active | calls only at 20 µM | AID 588493, 2011 | human 26S proteasome, Ub4-pepOG fluorescence polarization; 20S core pre-blocked with epoxomicin;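 active means inhibition at 20 µM, scaled to each plate's controls, above about 33%, limit read from the data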
Target sequence (O00487 whole entry, looked up): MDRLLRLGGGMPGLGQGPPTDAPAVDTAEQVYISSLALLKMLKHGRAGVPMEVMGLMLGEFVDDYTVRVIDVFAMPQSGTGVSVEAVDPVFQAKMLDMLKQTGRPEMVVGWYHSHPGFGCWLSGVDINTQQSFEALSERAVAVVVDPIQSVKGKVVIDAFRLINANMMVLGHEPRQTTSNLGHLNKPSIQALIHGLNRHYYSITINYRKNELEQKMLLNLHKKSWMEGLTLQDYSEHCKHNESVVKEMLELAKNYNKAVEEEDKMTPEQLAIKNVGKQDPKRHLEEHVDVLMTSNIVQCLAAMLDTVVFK
The depositor's hits bear a star; i = inactive; / = not tested or not shown. Rows are unselected, and some 3.8% of all compounds hit somewhere here.

The first 4 compounds, ahead of the listing:
NadD inh	LMPTP inh	Scp1 inh	STEP block	CSN deneddyl inh	SUMO1 PPI mod	DNMT1 inh	Neddylation inh	Rin1 Abl inh	Rpn11 block	compound
2	-1.5	8	-1	2	1	4	i	-3	i	COc1ccc(C(=O)NNC(=O)CCc2nc3ccccc3c(=O)[nH]2)cc1
2	-0.5	2	0	-13	-21	17	i	2	i	Cc1ccc(/C=N/NS(=O)(=O)c2ccc([N+](=O)[O-])cc2)o1
-3	0.5	-2	1	3	-3	-6	i	-2	i	O=C(CN1CCN(C(=O)c2ccccc2)CC1)Nc1ncc(Br)cc1Br
-4	-2.5	1	-2	-7	-3	-6	i	1	i	CCOc1cc(N2CCOCC2)c(OCC)cc1NC(=O)c1ccc(S(C)(=O)=O)cc1

This part in full, previewed entries included:
NadD inh	LMPTP inh	Scp1 inh	STEP block	CSN deneddyl inh	SUMO1 PPI mod	DNMT1 inh	Neddylation inh	Rin1 Abl inh	Rpn11 block	compound
2	-1.5	8	-1	2	1	4	i	-3	i	COc1ccc(C(=O)NNC(=O)CCc2nc3ccccc3c(=O)[nH]2)cc1
2	-0.5	2	0	-13	-21	17	i	2	i	Cc1ccc(/C=N/NS(=O)(=O)c2ccc([N+](=O)[O-])cc2)o1
-3	0.5	-2	1	3	-3	-6	i	-2	i	O=C(CN1CCN(C(=O)c2ccccc2)CC1)Nc1ncc(Br)cc1Br
-4	-2.5	1	-2	-7	-3	-6	i	1	i	CCOc1cc(N2CCOCC2)c(OCC)cc1NC(=O)c1ccc(S(C)(=O)=O)cc1
-4	-0.9	-14	-3	4	-1	2	i	-1	i	CCc1ccc(NC(=O)CSCCO)cc1
11	1.5	-16	1	3	-7	-2	i	0	i	CCc1nnc(NC(=O)CN2C(=O)/C(=C/c3cc(OC)c(OC)c(OC)c3)SC2=S)s1
-5	-1.1	-7	4	-2	-1	-3	i	2	i	CN(C)c1ccc(C(C(=O)NC(C)(C)C)N(C(=O)c2csnn2)C2CC2)cc1 (stereo not drawn)
-1	-0.4	-3	0	-1	-3	-4	i	0	i	COc1ccc(NC(=O)CSCC(=O)Nc2cccc3ncccc23)cc1
-5	-2.3	5	3	1	1	1	i	-5	i	COc1ccc(OC)c(NC(=O)C2CC(=O)n3ncnc3N2)c1 (stereo not drawn)
2	-1.9	-10	-2	-7	4	0	i	1	i	COc1ccc(CC(=O)Nc2ccc(S(=O)(=O)N3CCN(C)CC3)cc2)cc1
5	-0.7	-9	2	1	10	0	i	1	i	COc1ccc(CNC(=O)CN(c2ccc(OC)cc2)S(=O)(=O)c2c(C)[nH]c(=O)[nH]c2=O)cc1
-7	-1.3	-9	2	1	-3	0	i	-2	i	CN(Cc1cn(C)nc1-c1ccccc1F)CC1CCCCO1 (stereo not drawn)
-6	0.0	-10	0	3	-1	-1	i	-3	i	CCc1ccccc1S(=O)(=O)c1c(C)cc(C)nc1Cl
-1	2.7	-7	2	2	1	-2	i	0	i	CCSc1nc(C)cc(C)c1S(=O)(=O)c1ccccc1C
2	-1.7	-2	-2	-3	0	10	i	2	i	CCNC(=S)N1CC(C)OC(C)C1 (stereo not drawn)
9	-1.2	-13	6	-3	0	-3	i	1	i	CCCOc1ccc(N2C(=O)C3C(C(C)C)NC4(C(=O)c5ccccc5C4=O)C3C2=O)cc1 (stereo not drawn)
-8	-0.9	9	-2	-4	-2	2	i	1	i	CN(C)S(=O)(=O)c1ccc2oc(SCC(=O)Nc3ccccc3F)nc2c1
-3	-0.1	1	0	4	-4	4	i	-4	i	O=C(O)c1ccc(COc2cccc(CO)c2)cc1
-5	-1.5	0	-1	2	4	7	i	-4	i	CSc1ccc(Cn2nnc(C(=O)Nc3ccc(C)c(C)c3)c2N)cc1
-5	-2.1	-11	-3	5	-1	-3	i	1	i	CCOC(=O)N1CCC(N(CCOC)C(=O)Nc2ccc(Cl)cc2)CC1
-5	1.9	-4	-4	3	-8	-3	i	-4	i	COc1ccc(C2C(C#N)=C(N)N(c3ccccc3C#N)C3=C2C(=O)CCC3)cc1CN1CCCC1 (stereo not drawn)
-6	-11	-8	1	39*	-167	-122	i	2	i	C#CCOCCOCCOCCNc1nc(N2CCN(C(=O)[C@H](CCCCN)n3cc(CN)nn3)CC2)nc(N2CCN(C(=O)[C@H](CCCCN)n3cc(CN)nn3)CC2)n1
-8	-0.7	-4	3	-2	3	3	i	2	i	Cc1ccc(S(=O)(=O)NC2CC(C)(C)NC(C)(C)C2)c(C)c1C
-8	-1.4	0	1	-1	2	-1	i	-2	i	CSCCNC(=O)c1ccc(OC2CCN(CCc3ccccc3)CC2)cc1

Rewritten with each value named: 4 of the compounds above
SMILES: CCSc1nc(C)cc(C)c1S(=O)(=O)c1ccccc1C
- NadD inh = -1
- LMPTP inh = 2.7
- Scp1 inh = -7
- STEP block = 2
- CSN deneddyl inh = 2
- SUMO1 PPI mod = 1
- DNMT1 inh = -2
- Neddylation inh = i
- Rin1 Abl inh = 0
- Rpn11 block = i

SMILES: CCNC(=S)N1CC(C)OC(C)C1 (stereo not drawn)
- NadD inh = 2
- LMPTP inh = -1.7
- Scp1 inh = -2
- STEP block = -2
- CSN deneddyl inh = -3
- SUMO1 PPI mod = 0
- DNMT1 inh = 10
- Neddylation inh = i
- Rin1 Abl inh = 2
- Rpn11 block = i

SMILES: CCCOc1ccc(N2C(=O)C3C(C(C)C)NC4(C(=O)c5ccccc5C4=O)C3C2=O)cc1 (stereo not drawn)
- NadD inh = 9
- LMPTP inh = -1.2
- Scp1 inh = -13
- STEP block = 6
- CSN deneddyl inh = -3
- SUMO1 PPI mod = 0
- DNMT1 inh = -3
- Neddylation inh = i
- Rin1 Abl inh = 1
- Rpn11 block = i

SMILES: CN(C)S(=O)(=O)c1ccc2oc(SCC(=O)Nc3ccccc3F)nc2c1
- NadD inh = -8
- LMPTP inh = -0.9
- Scp1 inh = 9
- STEP block = -2
- CSN deneddyl inh = -4
- SUMO1 PPI mod = -2
- DNMT1 inh = 2
- Neddylation inh = i
- Rin1 Abl inh = 1
- Rpn11 block = i

(more compounds)
NadD inh	LMPTP inh	Scp1 inh	STEP block	CSN deneddyl inh	SUMO1 PPI mod	DNMT1 inh	Neddylation inh	Rin1 Abl inh	Rpn11 block	compound
-2	-0.3	-10	-2	-11	-3	8	i	0	i	Cc1cc2c(cc1C)C(c1cc(Br)ccc1F)CC(=O)N2 (stereo not drawn)
-8	1.9	-7	0	-10	-4	-8	i	1	i	O=C(NC(c1ccccc1)c1ccccc1)c1ccc(S(=O)(=O)C(F)F)cc1
-3	1.2	-11	5	1	-3	-3	i	1	i	FC(F)(F)c1cnc(Sc2nc3nccc(-c4ccc(Cl)cc4)n3n2)c(Cl)c1
-4	0.4	-9	-4	-1	-1	0	i	1	i	O=C(CCn1cnc2ccccc2c1=O)Nc1nc2c(s1)CCCC2
0	1.4	1	0	1	-6	0	i	2	i	COc1ccc(C(=O)CCC(=O)N2CCN(c3cc(C)ccc3C)CC2)cc1
-7	-1.8	-2	-2	-3	-3	-2	i	-3	i	CN1CCN(C(=O)CC2(CC(=O)O)CCCC2)CC1
-1	0.5	1	1	-2	-2	-4	i	1	i	CCOC(=O)c1cc(NC(=O)Nc2ccccc2OC)c(C)nc1C
7	4.4	20	-6	102*	-4	27	i	0	/	CC1=CN2C(=N)/C(=C/c3ccc([N+](=O)[O-])o3)C(=O)N=C2S1
-3	1.6	-3	0	3	-15	-2	/	3	i	COc1cc2c(cc1OC)CN(CC(O)c1ccccc1)CC2 (stereo not drawn)
-13	2.5	1	-1	-1	0	-3	i	3	i	CC(NC(=O)c1cccc(S(=O)(=O)N2CCc3ccccc32)c1)c1ccco1 (stereo not drawn)
-8	-1.7	-13	-3	-2	-4	12	i	3	i	O=C(COC(=O)c1ccccn1)Nc1cc(Cl)ccc1Cl
0	-2.0	3	-4	-1	-2	-1	i	1	i	CC(=O)N1C(=O)N(C)C2C1N(C(C)=O)C(=O)N2C (stereo not drawn)
0	-1.3	-4	0	1	-1	-1	i	-2	i	COc1ccc(CCNC(=O)C/C(C)=N/NC(=O)c2cnccn2)cc1
2	-1.2	-8	0	1	4	2	i	3	i	CN(C)/C=C/C(=O)c1nnn(C2CCCCC2)c1NC1CCCCC1
-9	1.3	-8	-2	-1	-1	-12	i	-6	i	COC(=O)CN1C(=S)N(c2ccccc2)C(=O)C1CC(=O)Nc1ccc(Cl)cc1 (stereo not drawn)
-3	1.4	/	1	1	-3	0	i	2	i	CN(Cc1ccccc1)C(CNS(=O)(=O)c1ccccc1)c1ccccc1 (stereo not drawn)
8	-27	5	-1	6	-13	-4	i	-1	i	O=[N+]([O-])c1cc(CN2CCCCCC2)ccc1O
0	0.3	/	0	0	3	9	i	0	i	CSc1cccc(NC(=O)C2CC(=O)N(c3ccc4c(c3)OCCO4)C2)c1 (stereo not drawn)
5	17	-7	4	-7	-2	73*	i	3	i	C=CCn1c(COc2ccc(Cl)cc2)nnc1SCC(=O)c1c(N)n(C)c(=O)n(C)c1=O
-5	1.2	-8	1	0	2	1	i	1	i	O=C1c2ccccc2CN2C(=O)c3ccccc3CN12
